From PubChem BioAssay
LGR2 inh: Drosophila LGR2 receptor signaling inhibition. HEK293 LGR2, CRE-luciferase, bursicon-stimulated, 4 h. inhibition, % at 9.99 µM. 380,000 tested, 0.35% active;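 active = drop in luminescence signal, shown as inhibition above about 50% in the replicate tests, limit read from the data, passing the limit was not always enough; inconclusive = probably only some replicates passing the limit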;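 note: agonist challenge used bursicon conditioned medium at about half maximal strength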
EWS-Fli inh: EWS/Fli transcriptional activity inhibition | inhibition, % at 12.6 µM | 350,000 tested, 0.67% active | AID 651661 | A673 NR0B1-luciferase reporter, viability-normalised;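 active = mean inhibition of at least 50% after viability correction, with every replicate also passing that limit; inconclusive = mean reaches 50% but only one of two replicates passes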;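 note: firefly luciferase signal divided by Alamar Blue viability fluorescence both relative to DMSO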
CASP6 VEID inh: caspase-6 (human) enzyme inhibition; purified caspase-6, Z-VEID-R110 cleavage fluorescence; inhibition, % at 12.5 µM; 350,000 tested, 0.53% active; AID 686996;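 active = mean inhibition across replicates at least about 35%, with every replicate also reaching that limit, limit read from the data; inconclusive = only one of the two criteria met; inactive = neither criterion met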;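 note: 0% = median of neutral control wells and 100% = no fluorescence left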
Target sequence (P55212 24-179 limits assumed): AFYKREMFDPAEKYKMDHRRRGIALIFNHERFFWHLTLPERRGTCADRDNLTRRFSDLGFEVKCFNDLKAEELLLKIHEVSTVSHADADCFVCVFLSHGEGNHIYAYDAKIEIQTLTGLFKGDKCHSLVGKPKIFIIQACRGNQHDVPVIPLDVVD
Target sequence (P55212 194-293 limits assumed): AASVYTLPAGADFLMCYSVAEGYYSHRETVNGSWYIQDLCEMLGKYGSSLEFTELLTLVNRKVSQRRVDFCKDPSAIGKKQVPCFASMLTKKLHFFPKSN
SIRT5 block: blocks human SIRT5 desuccinylation of peptide; 330,000 tested, 1.1% active; inhibition, % at 15 µM; Purified SirT5, succinyl-peptide AMC, trypsin-coupled fluorescence; AID 652115; Q9NXA8; in the data active = inhibition above about 15%; inconclusive = no clear call, values can overlap the other calls
Target sequence (Q9NXA8 whole entry, looked up): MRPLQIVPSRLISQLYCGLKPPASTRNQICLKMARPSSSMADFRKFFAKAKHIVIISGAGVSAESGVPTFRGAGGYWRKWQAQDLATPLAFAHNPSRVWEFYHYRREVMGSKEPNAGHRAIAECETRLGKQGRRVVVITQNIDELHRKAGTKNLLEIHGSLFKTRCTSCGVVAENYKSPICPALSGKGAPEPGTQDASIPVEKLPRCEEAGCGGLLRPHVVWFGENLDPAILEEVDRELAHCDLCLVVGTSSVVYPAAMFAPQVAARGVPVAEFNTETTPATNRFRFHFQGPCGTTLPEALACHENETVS
DENV2 CPE rescue: inhibitors of DENV2 cytopathic effect. CPE inhibition, % at 9.99 µM. 350,000 tested, 1.7% active. DENV2-infected cells, cytopathic effect rescue, plate reader; in the data active = CPE inhibition above about 20%, passing the limit was not always enough; inconclusive = no clear call, values can overlap the other calls; tested in BHK-21 cells;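 note: 0% = median of neutral control wells and 100% = median of positive control wells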
ARNT-TACC3 inh: disruptors of human ARNT/TACC3 interaction; Q9Y6A5; 390,000 tested, 0.66% active; AlphaScreen His-ARNT PAS-B/GST-TACC3 binding, luminescence; TACC3 fragment carries E629A point mutation; inhibition, % at 9.99 µM;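 active = mean inhibition of replicates at least 50% and at least half of replicates each reaching 50%; inconclusive = half or more replicates reach 50% but mean below 50%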;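 note: 0% = complete ARNT plus TACC3 wells and 100% = ARNT alone without TACC3; many hits fall short of the cut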
PAX8 reporter: lowers PAX8-driven luciferase in RMG-I cells. inhibition, % at 12.6 µM. AID 652154. 360,000 tested, 1.2% active. RMG-I TPO-luciferase reporter, SteadyGlo, 24 h;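 active = mean replicate inhibition at least 60% with every replicate also reaching 60%; inconclusive = only one of the two criteria is met; inactive = mean below 60% and not all replicates reaching 60%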;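 note: luciferase light reporting Pax8 driven TPO promoter activity; plate controls were median of neutral control wells for no effect and mitoxantrone controls for full effect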
* marks the source's active call; other numbers are inactive results; ? = inconclusive; . = no result given; & = joins results of further samples. The list is partial; rates above refer to the full screens.

SMILES	LGR2 inh	EWS-Fli inh	CASP6 VEID inh	SIRT5 block	DENV2 CPE rescue	ARNT-TACC3 inh	PAX8 reporter
O=C1CN=C(c2ccccc2)c2cc(Br)ccc2N1	.	10	1	-3	-4	-7	12
CCOP(=S)(OCC)N1CCOCCOCCN(P(=S)(OCC)OCC)CCOCCOCC1	7	10	-12	-6	-2	-26	12
COc1ccc2[nH]c(C)c(CCNCc3cn(C)c4ccccc34)c2c1	8	17	-8	-2	9	.	10
Cc1ccc(CS(=O)(=O)Cc2ccc(C(=O)N3CCC4(CC3)OCCO4)o2)cc1	-2	.	4	-4	-12	-46	.
CC1C(=O)OC2CCN3CC=C(COC(=O)C(C)(O)C1(C)O)C23 (stereo not given)	2	1	1	-3	9	-1	.
C=CC1C[N+]2(C)CCC1CC2C(O)c1ccnc2ccccc12 (stereo not given)	-11	2	-2	-1	?	.	.
CC(=O)Nc1nc(CCl)cs1	32	1	-11	-6	.	-6	26
COc1cc(OC)c(OC)cc1/C=C1/C(=O)NC(=O)N(Cc2ccccc2)C1=O	10	3	1	0	5	3	-13
O=C(Oc1ccc([N+](=O)[O-])cc1)N1CCC(N2CCCCC2)CC1	-12	-1	-8	.	0	-12	-17
N#CC1(c2ccccc2)CCN(C2CC(=O)N(c3cccc(F)c3)C2=O)CC1 (stereo not given)	10	9	4	-4	7	5	-18
N#CC(C#N)=Cc1cccnc1	-11	7	-3	-5	-1	-17	13
CC1CCN(CCc2nc3ccccc3[nH]2)CC1	0	0	-7	-4	5	3	18
O=[N+]([O-])/C=C1\NCCN1Cc1ccc(Cl)nc1	-20&10	-3&5	-2&-3	4&2	-2&5	-3	12&1
CC12CC[C@H]3[C@@H](CCC4(O)C[C@H](O)CCC34/C=N/NC(=O)c3ccc(O)cc3)C1(O)CCC2C1=CC(=O)OC1 (stereo not given in full)	-6	-8	-2	4	0	6	-9
C=CC1CN2CCC1CC2C(OC(C)=O)c1ccnc2ccc(OC)cc12 (stereo not given)	-1	0	1	0	-3	-3	18
Nc1cc(C(=O)Nc2ccccc2F)ccc1N1CC2CC(C1)c1cccc(=O)n1C2 (stereo not given)	6	-16	22	.	-10	.	-12
COc1cc2c(c(OC)c1OC)-c1ccc(O)c(=O)cc1[C@@H](NC(C)=O)CC2	-16	46	-4	2	-2	69*	10
COc1ccc(N2C(=O)NC(=O)/C(=C\c3cn(C)c4ccccc34)C2=O)cc1	-4	.	0	-4	.	-6	.
Cc1cc(C(=O)Nc2ccc3c(c2)OCCO3)nn1C(C)(C)C	-69	-98	1	2	4	.	-167
CCc1ccc(N2C(=O)NC(=O)/C(=C/c3cccn3CCOc3ccc(C(C)CC)cc3)C2=O)cc1 (stereo not given)	-14	25	3	0	-1	0	-38
C[C@]12CCC(=O)CC1CCC1C2CC[C@]2(C)C(OC(=O)CCC(=O)O)CCC12 (stereo not given in full)	-12	4	5	-2	-9	-12	-14
Nc1cncc(C(=O)O)c1	7&19	3&4	8&2	-4&-3	-6&1	-6	-1&-16
Cc1nc2ccccc2c(=O)n1-c1cccc([N+](=O)[O-])c1	1	-6	-1	-1	-4	-18	-12
CN1OC[C@@H]2CN[C@H](c3ccc(Br)cc3)C[C@@H]21	-16	-9	0	-3	26*	.	-12
CCC(=O)O[C@@H]1[C@@H](OC(C)=O)[C@@]2(O)C(C[C@H](O)C2(C)C)[C@](C)(O)[C@H]2CC[C@@H]3[C@@H](O)[C@]12C[C@@]3(C)O (stereo not given in full)	9	-6	-2	0	-4	-11	-12
SMILES	LGR2 inh	EWS-Fli inh	CASP6 VEID inh	SIRT5 block	DENV2 CPE rescue	ARNT-TACC3 inh	PAX8 reporter
C[C@H](CO)N1C[C@H](C)[C@H](CN(C)C(=O)Oc2ccc3ccccc3c2)OCc2cn(nn2)CCCC1=O	6	-4	-2	-1	0	-14	.
Cc1nn(Cc2ccccc2)c(Cl)c1C(=O)NC1CCCc2ccccc21 (stereo not given)	2	2	-2	2	11	.	-8
CC(=O)N1CC(=O)Nc2ccc(Cl)cc2C1c1ccc(F)cc1 (stereo not given)	3	2	3	0	5	-3	.
CN1CCN(S(=O)(=O)c2cnc(Cl)c(Br)c2)CC1	20	.	.	.	.	-1	3
CCC(C)n1c(O)c(C=NCc2cccnc2)c(=O)[nH]c1=S (stereo not given)	10	1	1	4	12	0	5
CC(Cc1ccccc1)NC(=O)Cc1ccc(N(C)C)cc1 (stereo not given)	3	-2	2	0	4	-8	8
CC(C)CCP(=O)(O)c1ccccc1	7	1	-2	-3	2	-22	.
CC=Cc1ccc2n(c1=O)C[C@@H]1[C@@H](CO)[C@H](C(=O)O)[C@H]2N1S(=O)(=O)c1ccccc1F (mixture of isomers)	-13	-7	1	-2	3	-1	-8
CCC12CN3CCN(CC(C3)/C1=N/NC(=O)c1ccncc1)C2	0	-12	1	0	4	0	-2
CC1C(OC(=O)CCC(=O)NC(C)(C)CO)O[C@H]2OC3(C)CC[C@H]4[C@H](C)CCC1C24OO3 (stereo not given in full)	5	23	-2	-1	6	2	77*
O=C1CN=C(c2ccccc2F)c2cc(Cl)ccc2N1	10	0	0	0	0	-7	20
C[C@]12CC[C@H](O)CC1=CC[C@@H]1[C@@H]2CC[C@]2(C)C(=O)CC[C@@H]12	.	-16	-3	-2	-6	-3	-2
O=C(NCC1=C(c2cccc3ccccc23)C[C@@H]2CC[C@H]1N2Cc1ccco1)c1ccc([N+](=O)[O-])cc1	-21	5	1	-5	3	.	34
O=c1[nH]c(CN2CC=C(c3ccccc3)CC2)nc2scc(-c3cccs3)c12	10	0	2	-2	-2	-7	11
COc1cccc(-c2ccc3n(c2=O)C[C@@H]2[C@@H](CO)[C@H](C(=O)O)[C@H]3N2Cc2ccccc2F)c1	-1	-7	.	.	.	.	-3
CCOc1cccc(=NC2CCCCC2)c2c(C)n(C)c(C)c12	12	23	3	-1	-18	.	-3
O=c1[nH]c(O)c(N=Nc2ccc3c(c2)OCCO3)c(=O)[nH]1	67*	29	-3	-1	-2	1	8
COc1cc(OC)c(OC)cc1CNCCc1cccc(F)c1	-4	-1	-4	-4	-4	2	-16
O=C(O)C[C@@H]1CC[C@H]2NC[C@@H](O)COC[C@@H]2O1	8	-2	9	-1	2	0	1
COc1cccc(C(=O)C2CCCN(Cc3cccc(C)n3)C2)c1 (stereo not given)	-11	-1	-1	3	-9	1	-9
CC(=O)OC1C(O)C2=C3C4(C)C1C(C)(C)C(=O)CC4C3(O)C(OC(C)=O)C1(CC1C)C2=O (stereo not given)	-15	10	-1	.	14	.	3
Cc1cccc(CN2CCN(c3ccc(Cl)cc3)CC2)c1	-4	8	0	5	-5	18	10
O=c1cccc2n1CC1CC2CN(C(c2cccc(F)c2)c2sc3ncnn3c2O)C1 (stereo not given)	13	-9	1	0	?	24	11
O=C(NC1CONC1=O)OCC(Cl)(Cl)Cl (stereo not given)	22	4	5	-3	4	.	0
CCOP(=O)(OCC)OCC	-23	-3	2	.	-4	.	.
SMILES	LGR2 inh	EWS-Fli inh	CASP6 VEID inh	SIRT5 block	DENV2 CPE rescue	ARNT-TACC3 inh	PAX8 reporter
COP(=S)(OC)Oc1ccc(Sc2ccc(OP(=S)(OC)OC)cc2)cc1	16	-4	-4	-1	?	-18	0
CCc1ccc(C2=NN(CCC(=O)N3CCC4(CC3)OCCO4)C(=O)CC2)cc1	-13	6	-4	8	-3	-5	8
CCOC(=O)/C(=N\Nc1ccccc1)N1CC1	.	3	-4	9	7	-6	-3
CC1(CCCc2ccc(N(CCCl)CCCl)cc2)NC(=O)NC1=O (stereo not given)	4	31	3	-3	4	.	-6
CN1CC(C(=O)c2ccc(Cl)cc2)C(c2ccccc2F)C1 (stereo not given)	14	13	-3	0	3	5	8
O=C1NC(=O)N(c2ccc3c(c2)OCO3)C(=O)/C1=C/c1cccs1	1	23	6	-3	-6	-4	-7
CSc1nc(Cl)c(Br)c(N2CC2)n1	-12	2	4	-2	7	-2	2
C1CCC2S[C@H]3CCCCC3NC2C1 (stereo not given in full)	-5	1	0	1	17	-6	4
C1=C(c2ccccc2)CCNC1	.	-1	-3	-2	3	.	3
c1ccc(CNCCc2c[nH]c3ccccc23)cc1	4	16	-3	-1	3	4	7
CC1CN(CC(=O)c2ccccc2Cl)CC(C)O1 (stereo not given)	-2	5	-2	0	6	-5	-12
COC(=O)C1=C(c2cc3ccccc3o2)C[C@@H]2CC[C@H]1N2C(=O)NCc1ccco1	-4	11	7	2	1	8	19
COc1ccc(C(c2nnnn2C2CCCCC2)N2CCC3(CC2)C(=O)NCN3c2ccccc2)cc1 (stereo not given)	14	-2	3	-2	-4	.	-19
CCOc1cc(C=C2C(=O)NC(=S)NC2=O)ccc1O	6	-2	8	1	3	26	-1
C[n+]1c(-c2ccccc2)cc(-c2ccc(O)cc2)cc1-c1ccccc1	7	4	3	2	8	-3	4
O=c1c2ccccc2nc(N2CCCC2)n1-c1ccccc1	20	3	0	.	5	-5	18
COc1ccc(CCC(=O)N2C[C@H]3C[C@@H](C2)c2cccc(=O)n2C3)cc1	3	3	-4	.	3	1	.
CC(=O)c1cn(Cc2ccccc2F)c2ccccc12	-6	24	-1	0	-1	17	13
CC1=C(C(=O)Nc2ccccc2)SCCO1	-2	-25	-2	-1	3	-2	-25
CCC(CO)(C(=O)OC1C[N+]2(C)CCC1CC2)c1ccccc1 (stereo not given)	-9	6	.	-2	.	-6	12
COc1ccc(-n2c(O)c(C=NCCN(C)C)c(=O)[nH]c2=O)cc1	.	-8	-2	0	0	-11	2
COC(=O)C1=C(c2ccc(-c3ccccc3)c(F)c2)C[C@@H]2CC[C@H]1N2C(=O)N1CCOCC1	14	11	2	-1	-13	8	5
CCC(=NC(C)c1ccccc1)c1c(O)[nH]c(=O)[nH]c1=O (stereo not given)	1	6	2	1	-3	-3	-8
Cc1[nH]c2ccccc2c1CCNCc1cccnc1	-3	-1	-27	-1	11	1	-3
Cc1ccccc1CN1CCN(c2ccc(Cl)cc2)CC1	13	-6	-2	-2	4	-8	12

Complete entries, looked up by structure.
CCOc1cc(C=C2C(=O)NC(=S)NC2=O)ccc1O as listed: LGR2 inh: 6; EWS-Fli inh: -2; CASP6 VEID inh: 8; SIRT5 block: 1; DENV2 CPE rescue: 3; ARNT-TACC3 inh: 26; PAX8 reporter: -1
CC1CN(CC(=O)c2ccccc2Cl)CC(C)O1 (stereo not given) as listed: LGR2 inh: -2; EWS-Fli inh: 5; CASP6 VEID inh: -2; SIRT5 block: 0; DENV2 CPE rescue: 6; ARNT-TACC3 inh: -5; PAX8 reporter: -12
CSc1nc(Cl)c(Br)c(N2CC2)n1 as listed: LGR2 inh: -12; EWS-Fli inh: 2; CASP6 VEID inh: 4; SIRT5 block: -2; DENV2 CPE rescue: 7; ARNT-TACC3 inh: -2; PAX8 reporter: 2

Next records follow:
SMILES	LGR2 inh	EWS-Fli inh	CASP6 VEID inh	SIRT5 block	DENV2 CPE rescue	ARNT-TACC3 inh	PAX8 reporter
COc1ccc(-n2c(O)c(C(C)=NCCc3c[nH]c4ccccc34)c(=O)[nH]c2=O)cc1	-3	12	3	-7	-5	.	7
O=[N+]([O-])c1ccccc1Cl	-4	-1	-4	.	-9	.	.
CCc1nn2c(=O)c(F)c(N3CCNCC3)nc2s1	-45	0	0	-2	-5	.	-27
CN1C(=O)C(c2ccccc2)C(=O)N(C)C1=O	-4	23	0	-5	0	.	27
CC(=O)OC1CC(OC2C(O)CC(OC3C(O)CC(OC4CCC5(C)C(CCC6C5CCC5(C)C(C7=CC(=O)OC7)C(O)CC65O)C4)OC3C)OC2C)OC(C)C1OC1OC(CO)C(O)C(O)C1O (stereo not given)	87*	63*	2	-7	-2	9	104*
Cc1cc(C(=O)CN2CCCC2)c(C)n1-c1ccc(F)cc1	-2	2	1	.	-3	-1	-9
O=C(Cc1cccnc1)N1CCCCN2[C@H](C1)[C@@H](c1ccc(C#CC3CCCC3)cc1)[C@@H]2CO	6	-4	-1	5	-5	-5	0
COc1cc(C(CN)CC(=O)O)ccc1O (stereo not given)	13	-2	-2	-3	-4	7	-32
CN1CCN(c2ncnc3c2cnn3C)CC1	-26	6	0	2	2	-10	4
